High-throughput results: PubChem BioAssay, several laboratories
M17LAP inhibition – P. falciparum M17LAP inhibitors, primary screen, biochemical, fluorogenic H-Leu-NHMec substrate, 1536-well (AID 1619); recombinant M17LAP, H-Leu-NHMec fluorogenic kinetic assay; higher % means a stronger effect; actives 0.38% (n = 220,000); one-dose inhibition, % at 30 µM; IC50 in µM for titrated hits;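 active = compound inhibiting the enzyme by more than half at any dose during confirmatory dose-response retesting; inconclusive = strong single-dose inhibitors picked by rank but not retested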;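 also: plate controls were full reaction with DMSO carrier for no effect and no enzyme background for full effect; strong numbers were not always called active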
Salmonella PhoP GFP – PhoP-dependent GFP reporter repression – Salmonella Typhimurium, primary screen (AID 1863); S. Typhimurium PhoP-regulated promoter GFP reporter, 4 h; higher % means a stronger effect; one-dose inhibition, % at 50 µM; IC50 in µM for titrated hits; actives 0.16% (n = 300,000);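 active = inhibition over 29.93%, a cutoff 3 SD above the screen mean, later confirmed by dose response; inconclusive = inhibition over 29.93% but no dose response follow-up; inactive = inhibition at most 29.93% or unconfirmed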;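 also: 0% = low Mg2+ inducing control and 100% = high Mg2+ repressing control; strong numbers were not always called active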
XIAP antagonists – small molecules displacing peptide from XIAP – biochemical, IAP family, fluorescence polarization (AID 1018); XIAP BIR domain, fluorescence polarization peptide displacement; higher % means a stronger effect; actives 0.007% (n = 200,000); one-dose displacement, % at 20 µM; IC50 in µM for titrated hits; in the data active = displacement above about 50%; also: a part of the inactive calls stands beside numbers as strong as those of hits
CSM14.1 death rescue – rescue of cells from ER stress-induced death, primary screen, 384-well, CSM14.1, thapsigargin, ATP luminescence (AID 1222); CSM14.1 thapsigargin-induced death rescue, ATP luminescence; higher % means a stronger effect; 190,000 tested, under 10 active; cellular ATP content (survival), % at 20 µM, or EC50 in µM where a hit was titrated;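 active = EC50 below 50 µM in the dose-response confirmation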;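 also: death triggered by thapsigargin at about 15 µM added after 2 h compound pretreatment; cell ATP read after overnight thapsigargin exposure of roughly 18 to 22 hours; normalized against plate controls of thapsigargin alone and 5% DMSO vehicle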
West Nile virus CPE – inhibition of WNV-induced cytopathic effect – cell-based, CPE readout (AID 1621). West Nile virus-infected cells, CPE inhibition; higher % means a stronger effect. CPE inhibition, % at 10 µM, or IC50 in µM where a hit was titrated. actives 0.02% (n = 290,000); in the data active = a potency from the dose series; inconclusive = CPE inhibition mostly from about 3.7% at the one dose, without a potency; inactive = the rest, 99 in 100 with CPE inhibition below about 2.2%; also: strong numbers were not always called active
P. falciparum M1AAP – malaria alanyl aminopeptidase activity blockers – biochemical, fluorogenic H-Leu-NHMec substrate, 1536-well (AID 1445) | recombinant M1AAP, H-Leu-NHMec fluorogenic kinetic assay; higher % means a stronger effect | one-dose inhibition, % at 30 µM; IC50 in µM for titrated hits | actives 0.42% (n = 220,000);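 active = primary inhibition above the hit cutoff, then over 50% inhibition at one or more dose response concentrations, cut at about 23% in these data, passing the limit was not always enough; inconclusive = conflicting primary data, or primary hits not chosen for dose response; inactive = low primary inhibition, or under 50% at every dose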;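 also: plate controls were DMSO full reaction for no effect and no enzyme background for full effect; strong numbers were not always called active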
SIAH1 antagonists – blockers of Siah-1 interaction with plectin peptide – biochemical, fluorescence polarization, rhodamine-plectin, uHTS, primary screen (AID 1817); Siah-1 / rhodamine-plectin peptide fluorescence polarization; higher % means a stronger effect; actives 0.02% (n = 290,000); displacement, % at 20 µM; hits with a dose series show IC50 in µM;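 active = displacement of at least 50% at 20 µM, with a fluorescence ratio check between 0.3 and a set limit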;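 also: plate controls were Siah plus tracer with DMSO for no effect and tracer alone without Siah for full effect; strong numbers were not always called active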
Yfh1-off respiration – enhancers of respiration in Yfh1-depleted yeast, dose response, Friedreich's ataxia, plus single-dose screen (AID 1465). S. cerevisiae Yfh1-off respiration, WST-1 reduction, 72 h; higher fold induction means a stronger effect. one-dose fold induction at 50 µM; EC50 in µM for titrated hits. actives 0.074% (n = 220,000);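 active = fold induction of absorbance versus untreated yeast above a set limit, then at least 30% activation at any dose in follow-up; inconclusive = repeats straddling the limit, or above it without dose testing; inactive = fold induction below the set limit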;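 also: activators that raise dye reduction in frataxin-depleted yeast; strong numbers were not always called active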
PMI inhibition – MPI inhibition at elevated mannose 6-phosphate – biochemical, fluorescence intensity, high mannose 6-phosphate, primary screen (AID 1220); recombinant PMI enzyme, coupled fluorescence intensity; higher % means a stronger effect; one-dose inhibition, % at 20 µM; IC50 in µM for titrated hits; actives 0.66% (n = 190,000); in the data active = inhibition above about 50%
An asterisk follows results filed as active; i = inactive; ? = inconclusive; . = no result given.

SMILES	M17LAP inhibition	Salmonella PhoP GFP	XIAP antagonists	CSM14.1 death rescue	West Nile virus CPE	P. falciparum M1AAP	SIAH1 antagonists	Yfh1-off respiration	PMI inhibition
Cc1ccc(S(=O)(=O)NCC2CCC(C(=O)NCc3ccc4c(c3)OCO4)CC2)cc1 (stereo unspecified)	8%	2%	-21%	-3.9%	0.0%	4%	1%	i	3%
CC1CN(C(=O)Nc2ccc3c(c2)OCCO3)CC(C)O1 (stereo unspecified)	-2%	9%	-2.5%	-0.3%	2.0%	4%	8%	i	-1%
Cc1ccc(NNC(=O)c2ccc(Cl)cc2)nn1	17%	1%	.	.	0.4%	-1%	0%	i	.
CCCSc1nc2sc3c(c2c(=O)n1CC)CC(C)(C)OC3	-6%	-8%	.	.	-0.7%	-2%	2%	i	.
O=C(CSc1cccc[n+]1[O-])Nc1ccc(C(F)(F)F)cc1[N+](=O)[O-]	3%	-3%	-6.4%	0.1%	-0.3%	4%	16%	i	-6%
CCc1ccc(N2CC(C(=O)N/N=C/c3cc([N+](=O)[O-])ccc3O)CC2=O)cc1 (stereo unspecified)	20%	-2%	-5.0%	3.1%	-1.0%	?	-6%	i	-16%
CSc1nnc(-c2sc3cc(C(F)(F)F)cnc3c2-c2ccccn2)n1C	3%	-3%	-6.7%	-0.2%	-0.4%	-1%	-4%	i	-18%
Cc1ncc(C[n+]2csc(CCOC(=O)CC3C4CC5CC(C4)CC3C5)c2C)c(N)n1 (stereo unspecified)	-2%	-19%	-0.4%	-0.8%	0.0%	4%	3%	i	-4%
Cc1ccnn1CC(=O)N/N=C/c1cn[nH]c1-c1ccc(F)cc1	-5%	0%	.	.	-0.3%	7%	10%	i	.
COc1ccc(/C=N/NC(=O)c2ccc(=O)[nH]n2)cc1OC	8%	1%	-13%	-0.2%	0.7%	10%	8%	i	10%
CC1(C)CC(=O)C(N=Nc2ccc(F)cc2)=C(O)C1	1%	-8%	.	.	0.3%	8%	4%	i	.
COc1ccc(C(=O)Nc2ccccc2-c2nnn(CC(=O)NCc3ccco3)n2)cc1	-10%	7%	-2.6%	1.0%	0.1%	-1%	6%	i	4%
COc1cccc(CN(C(=O)c2ccco2)C(C(=O)NC2CCCC2)c2cccnc2)c1 (stereo unspecified)	5%	2%	0.1%	3.2%	-0.2%	8%	-3%	i	2%
COc1cc(CN2CCC(CO)(CCOc3ccccc3)CC2)cc(OC)c1	2%	3%	.	.	-0.2%	-2%	8%	i	.
Cc1nnsc1C(=O)N1CCN(c2ccc(F)cc2)CC1	2%	-14%	.	.	0.5%	11%	4%	i	.
O=C(NC(NCCCN1CCOCC1)(C(F)(F)F)C(F)(F)F)C1CCCCC1	-2%	3%	-4.8%	-0.3%	-0.1%	4%	-2%	i	-1%
Cc1cc(C(=O)NCc2ccccc2)no1	4%	6%	-2.8%	-0.9%	0.2%	10%	2%	i	4%
CCc1cccc(CC)c1NC(=O)C[n+]1cccc(C(N)=O)c1	-3%	3%	-9.5%	-1.4%	0.5%	1%	3%	i	-6%
CC(=O)Nc1ccc(S(=O)(=O)N2CCC(=O)Nc3ccccc32)cc1	-4%	-8%	-6.7%	0.2%	0.1%	4%	5%	i	5%
CCCNc1nc(C)nc2c1cnn2CCc1ccccc1	-11%	11%	-6.7%	-0.4%	0.7%	-1%	3%	i	6%
O=C(O)c1cccc(NC2=C(Cl)C(=O)c3ccccc3C2=O)c1	12%	1%	-3.5%	0.4%	0.2%	?	-2%	i	40%
COCCNC(=O)C1=NOC(Cn2cc(C#N)c(=O)n(C)c2=O)C1 (stereo unspecified)	-1%	7%	-3.2%	.	0.2%	4%	-4%	i	5%
COc1ccc(/C=N/NC(=O)c2ccoc2C)cc1O	38%	2%	-6.8%	-2.7%	0.0%	8%	3%	i	12%
N#Cc1cccc(NC(=O)Nc2cccs2)c1	13%	12%	-0.3%	-3.8%	-0.1%	5%	2%	i	-14%
CCCC1C2CN(C(C)C)CC=C2C(C#N)=C(N)C1(C#N)C#N (stereo unspecified)	-135%	-59%	-0.3%	6.8%	.	7%	4%	.	61%*

Three compounds out of the list above, arranged by the value under SIAH1 antagonists, high to low.
SMILES | M17LAP inhibition | Salmonella PhoP GFP | XIAP antagonists | West Nile virus CPE | P. falciparum M1AAP | SIAH1 antagonists | PMI inhibition
Cc1cc(C(=O)NCc2ccccc2)no1 | 4% | 6% | -2.8% | 0.2% | 10% | 2% | 4%
Cc1ccc(NNC(=O)c2ccc(Cl)cc2)nn1 | 17% | 1% | . | 0.4% | -1% | 0% | .
COCCNC(=O)C1=NOC(Cn2cc(C#N)c(=O)n(C)c2=O)C1 (stereo unspecified) | -1% | 7% | -3.2% | 0.2% | 4% | -4% | 5%

The main list resumes, repeating the three entries before the break.
SMILES	M17LAP inhibition	Salmonella PhoP GFP	XIAP antagonists	CSM14.1 death rescue	West Nile virus CPE	P. falciparum M1AAP	SIAH1 antagonists	Yfh1-off respiration	PMI inhibition
COc1ccc(/C=N/NC(=O)c2ccoc2C)cc1O	38%	2%	-6.8%	-2.7%	0.0%	8%	3%	i	12%
N#Cc1cccc(NC(=O)Nc2cccs2)c1	13%	12%	-0.3%	-3.8%	-0.1%	5%	2%	i	-14%
CCCC1C2CN(C(C)C)CC=C2C(C#N)=C(N)C1(C#N)C#N (stereo unspecified)	-135%	-59%	-0.3%	6.8%	.	7%	4%	.	61%*
CC(C)(C)c1cnnn1-c1cccc([N+](=O)[O-])c1	4%	2%	-5.3%	-0.9%	0.8%	-1%	6%	i	-3%
Cc1nn(-c2cccc3cccnc23)c(=O)c2ccccc12	-4%	11%	0.4%	-2.2%	0.1%	-3%	0%	i	1%
Cc1csc(N2CCCC2=O)n1	11%	6%	-8.1%	-0.6%	-0.3%	-3%	-3%	i	18%
CC(=O)Nc1ccc(NS(=O)(=O)c2ccc(C)cc2)cc1[N+](=O)[O-]	0%	2%	.	.	-0.7%	1%	-7%	i	.
Cc1ccc2[nH]c(O)c(N=NC(=O)C3CC3c3ccccc3)c2c1Br (stereo unspecified)	-2%	11%	-9.6%	0.0%	-1.0%	3%	1%	i	-14%
CCn1c(/C(C#N)=N/O)nc2ccccc21	32%	8%	-1.4%	-0.6%	-0.5%	4%	-6%	i	7%
FC(F)(F)c1ccccc1Nc1nccs1	4%	1%	-0.5%	-0.7%	-0.3%	-5%	0%	i	-8%
C/C(=N\N=C(/N)SC1CC(=O)N(c2cccc(Cl)c2)C1=O)c1cccs1 (stereo unspecified)	-5%	30%	-5.2%	1.4%	.	4%	-4%	.	-3%
Cc1cc(Nc2ccccc2O)c2ccccc2n1	29%	9%	-5.3%	-3.9%	-0.9%	15%	-5%	i	.
COCc1cc(N2CCOCC2)nc(-c2ccccc2)n1	-12%	-5%	-5.9%	-1.7%	0.8%	-1%	8%	i	-10%
C/C=C(\C)C(=O)N1CC2(CC(c3cccc(NC(=O)CC(c4ccccc4)c4ccccc4)c3)=NO2)C[C@H]1C(N)=O (stereo partly specified)	10%	4%	.	.	0.2%	11%	2%	i	.
Cc1cc(C)cc(N(C(=O)c2ccccn2)C(C(=O)NC2CCCCC2)c2cccs2)c1 (stereo unspecified)	4%	4%	-2.1%	4.9%	-0.8%	3%	5%	i	8%
Cc1cc(N/N=C/c2ccccc2)nc(N2CCOCC2)n1	0%	-7%	.	.	-0.1%	9%	0%	i	.
O=S(=O)(NCCNS(=O)(=O)c1ccccc1)c1ccccc1	5%	-3%	0.0%	-4.8%	-0.1%	-1%	-2%	i	-15%
O=C(O)CCC(=O)N1CCC(C(=O)c2cccc(Cl)c2)CC1	2%	-4%	-0.9%	-2.6%	.	0%	5%	i	-3%
C=CCn1cc(C(=O)c2cc(Br)ccc2O)cc(C#N)c1=O	-1%	-3%	.	.	-0.2%	7%	10%	i	.
CC(C)(C)N1C(=O)c2ccccc2NC(=O)N1Cc1ccc(Br)cc1	-6%	-5%	-0.5%	-3.3%	-1.3%	2%	3%	i	6%
Cc1ccc(C)c(OCc2nnc(NC(=O)c3ccco3)s2)c1	-7%	-13%	0.2%	-2.7%	0.0%	4%	-5%	i	11%
CCOc1ccc2c(c1)OC(c1ccccc1)(C(F)(F)F)NC2=O (stereo unspecified)	9%	-11%	-1.4%	20%	-0.2%	3%	7%	i	-6%
COc1cc(Cl)cc(C(=O)O)c1OCC(=O)O	-1%	-9%	-5.1%	-1.2%	0.6%	-6%	2%	i	4%
CCn1c(SCc2c(F)cccc2Cl)nnc1-c1ccco1	12%	10%	3.9%	-2.4%	0.8%	7%	5%	i	-1%
CC1(C)C(=O)OC(C(=O)c2ccccc2)C2(CCCCC2)C1=O (stereo unspecified)	-15%	-3%	2.5%	-2.1%	-0.8%	-11%	-4%	i	3%
Cn1ccc(=NC=C(C#N)C#N)c2ccccc21	0%	-5%	-4.8%	-2.6%	1.5%	11%	-5%	i	-3%
COc1ccc(-n2nc3cc(C)c(N)c(Br)c3n2)cc1	19%	1%	-11%	-5.5%	0.0%	8%	-2%	i	.
O=S(=O)(Nc1ccc2c(c1)nc1n2CCOC1)c1ccccc1	8%	-2%	-4.6%	-2.7%	-0.3%	2%	2%	i	3%
CC1CCCN(CC(O)COc2ccc(Cl)cc2)C1 (stereo unspecified)	6%	-7%	-7.9%	-0.7%	-0.6%	-2%	-4%	i	8%

Marked active in PMI inhibition, of those listed so far:
SMILES | M17LAP inhibition | Salmonella PhoP GFP | XIAP antagonists | West Nile virus CPE | P. falciparum M1AAP | SIAH1 antagonists | PMI inhibition
CCCC1C2CN(C(C)C)CC=C2C(C#N)=C(N)C1(C#N)C#N (stereo unspecified) | -135% | -59% | -0.3% | . | 7% | 4% | 61%*
